# SARS 3CLpro inh: SARS-CoV 3CLpro protease inhibition. inhibition, % at 6 µM. P0C6X7. recombinant SARS-CoV 3CLpro, quenched FRET peptide cleavage. AID 1706. 290,000 tested, 0.14% active; in the data active means inhibition above about 12%
# MazF activator: activators of E. coli MazEF toxin-antitoxin RNase. P0AE70. FAM/BHQ RNA-DNA oligo cleavage fluorescence, 5 h. activation, % at 20 µM. 350,000 tested, 0.32% active; in the data active means activation above about 50%
# Target sequence (P0AE70 whole entry, looked up): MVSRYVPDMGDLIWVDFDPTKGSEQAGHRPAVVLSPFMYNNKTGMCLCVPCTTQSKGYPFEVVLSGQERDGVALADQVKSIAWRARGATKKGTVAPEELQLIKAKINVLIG
# Rv3671c inh: Rv3671c (M. tuberculosis) protease inhibition; P9WHR9; 320,000 tested, 0.048% active; inhibition, % at 5.96 µM; AID 2606; in the data active means inhibition above about 38%;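 further: extracellular domain of Rv3671c used as enzyme; 0% = enzyme with DMSO and 100% = no enzyme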
# Target sequence (P9WHR9 whole entry, looked up, the tested form may be a part): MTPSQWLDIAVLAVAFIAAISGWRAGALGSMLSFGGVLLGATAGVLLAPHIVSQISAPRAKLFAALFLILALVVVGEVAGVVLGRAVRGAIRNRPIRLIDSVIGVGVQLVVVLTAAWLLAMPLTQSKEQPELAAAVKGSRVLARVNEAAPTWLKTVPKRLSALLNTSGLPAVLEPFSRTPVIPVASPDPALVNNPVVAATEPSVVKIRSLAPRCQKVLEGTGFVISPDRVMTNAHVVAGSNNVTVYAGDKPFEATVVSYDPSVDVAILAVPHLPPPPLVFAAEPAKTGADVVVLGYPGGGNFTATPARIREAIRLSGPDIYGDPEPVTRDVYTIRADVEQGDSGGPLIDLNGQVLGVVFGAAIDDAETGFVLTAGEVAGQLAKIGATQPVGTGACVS
# Yp Topo-I inh: inhibitors of Yersinia pestis topoisomerase I. 360,000 tested, 0.064% active. AID 504884. activity, % at 10 µM. Y. pestis Topo-I cleavage product accumulation, plate reader; in the data active means activity above about 50%, passing the limit was not always enough; further: inactives centre near 2
# SSB-PriA inh: inhibitors of Klebsiella pneumoniae PriA binding to SSB C-terminal tail; AlphaScreen SSBct-PriA binding, biotinylated peptide; inhibition, % at 33 µM; 430,000 tested, 0.6% active; AID 1272365; in the data active means inhibition mostly above about 37%, no sharp cut-off; inactive means mostly below about 20%;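 further: plate controls were negative control peptide for no effect and reference peptide for full effect; strong numbers were not always called active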
# Vc quorum ag: inducers of Vibrio cholerae quorum light production without autoinducers. 350,000 tested, 0.16% active. activation, % at 18.7 µM. V. cholerae BH1578 lux reporter, luminescence, 6 h; in the data active means activation mostly above about 9.7%, no sharp cut-off; further: not every result past the cut was called active; inactives centre near 0; reference of the scale not given here
# PrPC TRFRET: inhibitors of human cell surface prion protein PrPC; P04156; TR-FRET read-out; inhibition, % at 13.8 µM; 370,000 tested, 0.43% active; AID 720596; in the data active means inhibition above about 24%; further: 0% = median of the test wells and 100% = reference compound wells
# VHR inh abs: DUSP3 (human) phosphatase inhibition; P51452; recombinant VHR phosphatase, pNPP absorbance; inhibition, % at 13.3 µM; 290,000 tested, 0.52% active; AID 1654; in the data active means inhibition above about 50%; further: some compounds called inactive have numbers as strong as hits
# Target sequence (P51452 whole entry, looked up): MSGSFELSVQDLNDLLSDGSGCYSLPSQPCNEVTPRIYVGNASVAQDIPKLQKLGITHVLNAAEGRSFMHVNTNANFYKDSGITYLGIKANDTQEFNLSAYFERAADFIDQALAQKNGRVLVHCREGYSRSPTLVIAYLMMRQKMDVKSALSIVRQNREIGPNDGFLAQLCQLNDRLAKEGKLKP
# TcdB inh: inhibitors of Clostridioides difficile toxin B glycohydrolase | TcdB glycohydrolase enzymatic assay, plate reader | inhibition, % at 9.99 µM | 350,000 tested, 0.24% active; in the data active means inhibition above about 10%
# CCHF vOTU inh: blocks the CCHF virus ovarian tumor domain protease | CCHFV vOTU protease, Pep-AMC fluorescence | 370,000 tested, 0.55% active | inhibition, % at 11.5 µM; in the data active means inhibition above about 30%; further: 0% = vehicle wells with enzyme and 100% = no enzyme wells
# The depositor's hits bear a star; i = inactive; nt = no result given; & = joins results of further samples. Some of the compounds tested, so the mix of outcomes need not match the whole.
1	Cc1ccc(NC(=O)C(c2ccccc2)N2CCN(CC(=O)NC3CC3)CC2)cc1Cl (stereo unspecified)
2	COc1ccc2oc(C(=O)N3CCN(S(=O)(=O)c4c(C)c(C)cc(C)c4C)CC3)c(C)c2c1
3	Cc1ccccc1OC1CCN(C(=O)c2cc(COc3ccccc3)on2)CC1
4	Cc1ccc(C)c(C(C)NC(=O)c2ccncc2)c1 (stereo unspecified)
5	Cc1nnc(SCCn2c(N3CCCCC3)nc3c2c(=O)[nH]c(=O)n3C)s1
6	O=C(NCCCNC(=O)c1cccs1)c1cccs1
7	CCOC(=O)Cn1c(=O)oc2cc(S(=O)(=O)NC(C)c3ccccc3)ccc21 (stereo unspecified)
8	CCCS(=O)(=O)NC(=O)C1(C)CCCN(C(=O)c2c(F)ccc(C)c2F)C1 (stereo unspecified)

Screen / compound no.,1,2,3,4,5,6,7,8
SARS 3CLpro inh,nt,nt,2,0,4,3,-1,nt
MazF activator,1,-7,-2,-1,3,8,-5,nt
Rv3671c inh,-2,nt,-10,3,1,2,-4,nt
Yp Topo-I inh,-11,-4,22,-3,2,3,1,1
SSB-PriA inh,-7,-2,-18,-7,-6,-7,-11,nt
Vc quorum ag,-0.2,-2.7,i,0.5,1.7,-1.4,-0.1,0.4
PrPC TRFRET,0,-2,0,1,-5,2,-1,8
VHR inh abs,nt,nt,-21,9,34,23,29,nt
TcdB inh,2.0,0.4,-2.1,-0.2,nt,nt,0.6,0.7
CCHF vOTU inh,-11,16,9,5,-16,7,3,19

9	COCCCNC(=S)NNC(=O)c1cccnc1
10	COc1ccc2nc(NC(=O)c3ccc(-n4nc(C)cc4C)cc3)sc2c1
11	CC1(C)CC(=O)C2=C(C1)Nc1ccccc1NC2c1cc(Cl)ccc1O (stereo unspecified)
12	COCCCNC(=O)CSc1nc2sc(C(=O)OC)c(C)c2c(=O)n1N
13	CCC(CC)C(=O)c1c[nH]c(C(=O)O)c1
14	CCC(C)OC(=O)C(C)Oc1ccc(-c2ccccc2)cc1 (stereo unspecified)
15	CN(C(=O)CSc1nc(C2CC2)nc2ccccc12)c1nc(-c2ccccc2)cs1
16	CCc1ccc(NC(=S)N2CCC(NC(=O)c3ccccc3)CC2)cc1

Screen / compound no.,9,10,11,12,13,14,15,16
SARS 3CLpro inh,2,-6,-3,0,0,1,-2,1
MazF activator,1,26,0,0,-13,6,-24,-8
Rv3671c inh,-4,0,-2,1,5,2,3,7
Yp Topo-I inh,6,3,-9,5,-4,42,13,0
SSB-PriA inh,-3,-23,7,-8,-8,-32,-13,4
Vc quorum ag,-0.2,i,i,-0.3,i,i,-0.3,-0.2
PrPC TRFRET,-2,10,6,-4,8,-9,-2,0
VHR inh abs,-2,20,1,8,10,15,15,31
TcdB inh,nt,nt,1.3,-0.1,0.8,nt,nt,0.8
CCHF vOTU inh,0,-4,3,-8,18,3,2,0

# Three structures out of the list, sorted by molecular weight, descending:
11	CC1(C)CC(=O)C2=C(C1)Nc1ccccc1NC2c1cc(Cl)ccc1O (stereo unspecified)
16	CCc1ccc(NC(=S)N2CCC(NC(=O)c3ccccc3)CC2)cc1
13	CCC(CC)C(=O)c1c[nH]c(C(=O)O)c1

Screen / compound no.,11,16,13
SARS 3CLpro inh,-3,1,0
MazF activator,0,-8,-13
Rv3671c inh,-2,7,5
Yp Topo-I inh,-9,0,-4
SSB-PriA inh,7,4,-8
Vc quorum ag,i,-0.2,i
PrPC TRFRET,6,0,8
VHR inh abs,1,31,10
TcdB inh,1.3,0.8,0.8
CCHF vOTU inh,3,0,18

# Next section.
17	O=C(CSc1ccccc1Cl)NC1CCCc2ccccc21 (stereo unspecified)
18	COc1cccc(/C=N/NC(=O)CC(=O)NCCc2ccc(OC)c(OC)c2)c1
19	COc1cccc(NS(=O)(=O)c2ccc3c(c2)CCCN3C(C)=O)c1
20	CCc1nnc(NC(=O)C2CCCO2)s1 (stereo unspecified)
21	Cc1cccc(N2CCc3c2nc2ccccc2c3N)c1
22	COc1ccccc1/C=C1\SC(=S)N(CCC(=O)Nc2cccc(O)c2)C1=O
23	CCCCC1=CC2=C(c3ccco3)C(=O)C(C)(OC(=O)c3ccc(OC)cc3)C(=O)C2=CN1CCCOC(C)C (stereo unspecified)
24	CCNC(=O)C1(C)CCCN1C(=O)c1ccc(C#N)cc1 (stereo unspecified)

Screen / compound no.,17,18,19,20,21,22,23,24
SARS 3CLpro inh,6,-1,-3,2,-1&-7,-2,nt,nt
MazF activator,3,10,-1,-4,6&12,8,-18,nt
Rv3671c inh,1,1,-1,3,-3&1,-78,-1,nt
Yp Topo-I inh,6,8,-4,-18,-11&-17,-20,-2,6
SSB-PriA inh,-22,nt,2,-1,-6,29,-8,nt
Vc quorum ag,i,i,i,i,-0.3,i,i,-3.3
PrPC TRFRET,2,-6,7,-2,-8&-27,12,-1,-1
VHR inh abs,6,10,-11,8,4&11,4,30,nt
TcdB inh,nt,nt,0.2,0.9,1.0,0.9,-1.3,1.4
CCHF vOTU inh,5,-4,11,4,-36&-69,-6,-3,4

25	COc1ccc(-n2nc(C(=O)NCCCN3CCOCC3)c3ccccc3c2=O)c(OC)c1
26	CC(C)(C)OC(=O)N1CCC(C(=O)Nc2ccc3c(c2)CCC3)CC1
27	Cc1cccc(-n2c(-c3cccs3)nc3ccccc3c2=O)c1
28	COc1ccc(OCCSc2nnc(-c3cccnc3)n2N)cc1
29	COc1cccc(NC(=O)Nc2ccc3c(c2)N(C)C(=O)CS3)c1
30	CCCNC(=O)c1ccccc1NC(=O)c1ccccc1N(C)S(=O)(=O)c1ccccc1
31	CCN1CCN(S(=O)(=O)c2ccc(Cl)c(C(=O)Nc3ccc(OC(F)F)cc3)c2)CC1
32	CC(=O)c1c(C)n(C)c2ccc(O)cc12

Screen / compound no.,25,26,27,28,29,30,31,32
SARS 3CLpro inh,-5,nt,1,4,-1,2,2,-2
MazF activator,3,0,-4,4,8,0,-13,-6
Rv3671c inh,-4,1,-6,-11,-5,-4,2,-6
Yp Topo-I inh,2,17,18,12,-3,5,-16,4
SSB-PriA inh,2,1,-8,3,-14,-4,9,-23
Vc quorum ag,-5.9,i,-0.2,-0.2,-0.4,-0.6,-0.1,-0.6
PrPC TRFRET,-5,-1,-12,2,16,-1,-7,0
VHR inh abs,9,nt,30,-11,-8,36,-3,35
TcdB inh,1.0,0.7,nt,nt,nt,nt,2.6,nt
CCHF vOTU inh,2,13,-22,-6,7,-4,14,4

33	CCn1nc(C(=O)NCc2nnc3ccccn23)c2ccccc2c1=O
34	CC(=O)NC(CC(=O)Nc1cccc(S(=O)(=O)N2CCCCC2)c1)c1ccccc1 (stereo unspecified)
35	Cc1ccc(NC(=O)C2CCCN2S(=O)(=O)c2ccc3c(c2)CCC(=O)N3)cc1Cl (stereo unspecified)
36	CCN(CC)CCNC(=O)C1(O)c2cc(Br)ccc2NC(=O)N1c1cccc(OC)c1 (stereo unspecified)
37	CN(C)CCN(C(=O)C1CCN(S(=O)(=O)c2cccs2)CC1)c1nc2ccccc2s1
38	Cn1c(N/N=C/c2cccs2)cc(=O)n(C)c1=O
39	O=C(NCCN1CCOCC1)c1ccc(S(=O)(=O)Nc2ccccc2)cc1
40	Cc1cccnc1C(NC(=O)C1CCN(Cc2ccc3ccccc3n2)CC1)c1ccc(Cl)cc1 (stereo unspecified)

Screen / compound no.,33,34,35,36,37,38,39,40
SARS 3CLpro inh,nt,1,-3,-2,nt,0,nt,nt
MazF activator,4,2,2,-2,3,-1,0,nt
Rv3671c inh,nt,-8,7,-8,5,4,-3,nt
Yp Topo-I inh,2,11,12,-2,-27,1,8,19
SSB-PriA inh,5,1,-1,-5,6,nt,0,nt
Vc quorum ag,i,i,i,0.6,i,33*,0.4,-0.3
PrPC TRFRET,-4,5,-1,1,3,2,-9,-1
VHR inh abs,nt,8,-8,nt,nt,41,nt,nt
TcdB inh,1.4,nt,1.4,-0.6,0.9,nt,0.8,0.0
CCHF vOTU inh,-13,6,0,5,0,-2,5,9

# Among those listed so far, these contain an NH in an aromatic ring:
5	Cc1nnc(SCCn2c(N3CCCCC3)nc3c2c(=O)[nH]c(=O)n3C)s1
13	CCC(CC)C(=O)c1c[nH]c(C(=O)O)c1

Screen / compound no.,5,13
SARS 3CLpro inh,4,0
MazF activator,3,-13
Rv3671c inh,1,5
Yp Topo-I inh,2,-4
SSB-PriA inh,-6,-8
Vc quorum ag,1.7,i
PrPC TRFRET,-5,8
VHR inh abs,34,10
TcdB inh,nt,0.8
CCHF vOTU inh,-16,18

# (more compounds)
41	CC(=O)c1ccc(NC(=O)CN2CCN(c3ncccn3)CC2)cc1
42	CCN1C(=O)C2C(C1=O)N1C(c3cccs3)C3C(=O)N(CC)C(=O)C3N1C2c1cccs1 (stereo unspecified)
43	CS(=O)(=O)N1CCc2cc(C(=O)N3CCN(c4ccc(F)cc4)CC3)ccc21
44	O=C(NC1CCCN(Cc2ccc(Cl)cc2)C1)c1c(F)ccc(F)c1F (stereo unspecified)
45	N#CCC1c2ccccc2CCN1C(=O)Nc1cccc(Cl)c1 (stereo unspecified)
46	CCOC(=O)C1=C(N)Oc2c(oc(CO)cc2=O)C1c1ccc(Cl)cc1 (stereo unspecified)
47	COc1ccc(/C=N/NC(=O)c2nnn(-c3nonc3N)c2-c2cccs2)cc1OC
48	COc1cccc(/C=N/n2nnc3c(cnn3-c3ccccc3)c2=O)c1

Screen / compound no.,41,42,43,44,45,46,47,48
SARS 3CLpro inh,2,4,3,0,-7,2,3,5
MazF activator,-1,5,0,-23,2,0,15,-2
Rv3671c inh,5,1,-5,0,4,-4,1,-11
Yp Topo-I inh,1,-5,8,-10,-14,3,-11,1
SSB-PriA inh,-18,-2,4,-2,-20,-1,nt,nt
Vc quorum ag,i,i,i,-1.0,-0.1,-0.3,-0.9,2.5
PrPC TRFRET,-2,-7,9,-7,8,-3,-8,-19
VHR inh abs,2,10,-20,-29,-4,9,17,13
TcdB inh,nt,nt,-1.5,1.1,2.4,2.0,1.6,nt
CCHF vOTU inh,-18,17,-10,1,-9,0,3,14

49	Cc1[nH]nc2c1C(c1ccoc1)C(C#N)=C(N)O2 (stereo unspecified)
50	Cc1ccc(-c2nnn(CC(=O)Nc3ccccc3N3CCOCC3)n2)cc1
51	COc1cc(N=Nc2ccc3ccccc3c2)ccc1O
52	Nc1nonc1-n1nnc(C(=O)N/N=C/c2cc(Br)ccc2O)c1CNc1ccccc1
53	COc1cccc(/C=C/C(=O)OCC(=O)Nc2cc(S(=O)(=O)N3CCOCC3)ccc2C)c1
54	CCN1CCN(C(=O)CCc2nc3ccccc3n2-c2ccccc2)CC1
55	CC1Nc2ccccc2C(=O)N1NS(C)(=O)=O (stereo unspecified)
56	COc1ccc(C(=O)NC(C)c2cc(OC)c(OC)cc2Br)cc1 (stereo unspecified)

Screen / compound no.,49,50,51,52,53,54,55,56
SARS 3CLpro inh,6,-2,0,3,-2,1,-3,0
MazF activator,4,-3,2,-23,12,-3,3,4
Rv3671c inh,1,3,2,1,-2,-3,6,5
Yp Topo-I inh,-1,9,-4,-9,30,-2,-4,2
SSB-PriA inh,-7,2,82,nt,5,1,-7,-9
Vc quorum ag,i,-0.5,0.4,0.6,-0.3,0.5,-0.6,-0.4
PrPC TRFRET,1,5,-9,7,6,1,1,2
VHR inh abs,nt,15,10,10,11,8,3,7
TcdB inh,nt,-2.4,-0.1,0.7,nt,nt,1.5,nt
CCHF vOTU inh,3,8,0,23,-12,-2,-90,0

57	O=C(NC1CCN(Cc2ccccc2)CC1)c1ccccc1
58	CCOC(=O)C(=O)N(C)c1c(CC)nc2c(OCc3ccc(OC)cc3)cccn12
59	CC(C)n1nccc1N(Cc1ccc(C#N)cc1)S(=O)(=O)c1ccccc1
60	Cc1cccc(NC(=O)CSc2ccc3nnc(-c4cccnc4)n3n2)c1
61	Cc1cc(NC(=O)CCC(=O)N(Cc2ccco2)C(C(=O)NC2CCCC2)c2ccccc2C)no1 (stereo unspecified)

Screen / compound no.,57,58,59,60,61
SARS 3CLpro inh,1,nt,5,0,2
MazF activator,9,nt,11,9,55*
Rv3671c inh,25,nt,2,6,-4
Yp Topo-I inh,1,6,5,1,-2
SSB-PriA inh,-8,nt,-21,-12,4
Vc quorum ag,i,-1.2,-0.2,-0.8,6.7
PrPC TRFRET,-7,6,12,0,2
VHR inh abs,7,nt,8,28,0
TcdB inh,1.6,2.7,0.4,1.5,nt
CCHF vOTU inh,-7,-3,-4,3,6
